Source: PubChem (several laboratories)
CIT2-GFP yeast: modulators of TOR pathway CIT2-GFP in S. cerevisiae; S. cerevisiae CIT2-GFP strain, flow cytometry, 3 h; 100 means same as DMSO wells; GFP response vs DMSO, % at 10 µM; 320,000 compounds, 0.065% hits; AID 2029;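 active = GFP response relative to DMSO above a set limit, near the screen mean plus 3 SD, cut at about 150% in these data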;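 note: ratio of well median GFP fluorescence to mean of DMSO wells on the plate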
proCasp7 act: counter-screen for procaspase-3 activators: activators of human procaspase-7; P55210; recombinant procaspase-7, Ac-DEVD-pNA absorbance 405 nm; D23A/D198A/D206A triple mutant, cannot self-cleave; scale: DMSO 0, 5 µM enzyme 100; activation, % at 8.5 µM; 330,000 compounds, 0.093% hits;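 active = percent activation above the screen-wide mean plus 3 SD, cut at about 25% in these data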
Target sequence (P55210 whole entry D23A/D198A/D206A): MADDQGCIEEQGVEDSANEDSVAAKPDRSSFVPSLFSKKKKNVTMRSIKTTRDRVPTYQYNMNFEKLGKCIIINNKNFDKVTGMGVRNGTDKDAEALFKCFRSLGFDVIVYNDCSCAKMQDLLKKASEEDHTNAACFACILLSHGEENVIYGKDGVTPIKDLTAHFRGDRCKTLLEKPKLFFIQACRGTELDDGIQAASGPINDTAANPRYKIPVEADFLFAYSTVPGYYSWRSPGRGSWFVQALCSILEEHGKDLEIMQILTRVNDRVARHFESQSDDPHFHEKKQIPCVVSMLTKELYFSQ
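Detection: p-Nitroaniline absorbance at 405 nm, read at 0 and 120 min; system: Uncleavable procaspase-7 mutant enzyme; evaluation: % activation from two-timepoint absorbance difference, scaled to controls; times: 1 h enzyme–compound preincubation and 2 h substrate reaction, both 25 °C; buffer or medium: Zinc-free HEPES pH 7.4 with 300 mM NaCl, 0.01% Triton X-100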
AHR activator: human AHR activation | AHR-responsive luciferase reporter cells, luminescence | activation, % at 5 µM | 320,000 compounds, 2.5% hits | AID 2796; in the data active = activation above about 47%;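 note: 0% = vehicle wells and 100% = reference agonist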
AGP1 TOR yeast: yeast TOR pathway AGP1-GFP modulation; S. cerevisiae AGP1-GFP multiplex flow cytometry, 3 h; GFP as percent of DMSO wells; GFP response vs DMSO, % at 10 µM; 320,000 compounds, 0.02% hits; AID 2066;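 active = GFP response relative to DMSO above a set limit, near screen average plus 3 SD, cut at about 150% in these data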;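 note: median GFP channel fluorescence of the gated AGP1 strain per well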
procasp3 activ: procaspase-3 (human) activation. P42574. recombinant procaspase-3 D3A, Ac-DEVD-pNA absorbance 405 nm. activation, % at 8.5 µM. 330,000 compounds, 0.11% hits. AID 463141;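 active = activation above the mean of all tested compounds plus 3 SD, cut at about 21% in these data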;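 note: 0% = DMSO alone and 100% = DMSO wells spiked with extra 5 µM PC-3 D3A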
Target sequence (P42574 whole entry D9A/D28A/D175A): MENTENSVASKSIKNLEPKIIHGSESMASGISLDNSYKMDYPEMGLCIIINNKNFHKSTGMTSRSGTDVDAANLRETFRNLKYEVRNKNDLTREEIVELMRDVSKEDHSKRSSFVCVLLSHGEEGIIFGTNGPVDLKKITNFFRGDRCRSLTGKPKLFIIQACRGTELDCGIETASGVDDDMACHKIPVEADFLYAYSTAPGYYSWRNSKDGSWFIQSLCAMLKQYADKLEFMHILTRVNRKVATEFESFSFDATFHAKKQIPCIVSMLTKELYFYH
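material = Procaspase-3 D3A mutant | probe or stimulus = Ac-DEVD-pNA | compound = single dose, 8.5 µM nominal compound, 0.8% DMSO | timing = 1 h preincubation, 2 h reaction | measured by = 405 nm absorbance of p-nitroaniline, reads at 0 and 120 min | benchmarks = DMSO-only low control, 5 µM PC-3 D3A high control | repeats = singlicate, each compound tested once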
RPL19A-GFP yeast: yeast TOR pathway RPL19A-GFP modulation | S. cerevisiae RPL19A-GFP strain, flow cytometry, 3 h; stronger effect = lower value | percent response vs DMSO, % at 10 µM | 330,000 compounds, 0.3% hits;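 active = percent response vs DMSO below 50%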;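 note: median channel GFP fluorescence of the barcoded RPL19A-GFP strain; ratio of sample median GFP to plate DMSO average so 100% = DMSO; lower means less RPL19A-GFP as with rapamycin TOR inhibition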
LAP4 TOR yeast: modulators of TOR pathway LAP4-GFP in S. cerevisiae | S. cerevisiae LAP4-GFP multiplex, flow cytometry GFP, 3 h; median GFP as percent of DMSO wells | GFP response vs DMSO, % at 10 µM | 320,000 compounds, 0.34% hits | AID 2023;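 active = GFP response vs DMSO above a set limit, about the screen mean plus 3 SD, cut at about 150% in these data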
MEP2-GFP yeast: modulators of TOR pathway MEP2-GFP in S. cerevisiae; S. cerevisiae MEP2-GFP strain, flow cytometry GFP, 3 h; 100% = DMSO control level; GFP response vs DMSO, % at 10 µM; 330,000 compounds, 0.51% hits;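 active = GFP response versus DMSO above a set limit, roughly screen mean plus 3 SD, cut at about 180% in these data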;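 note: median GFP fluorescence of the barcode-gated MEP2-GFP cells per well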
An asterisk follows results filed as active.

For COc1ccc(-c2c[n+]3c(n2-c2ccc(C)cc2)CCCCC3)cc1 the results were proCasp7 act 1, AHR activator -2, procasp3 activ -2, RPL19A-GFP yeast 107 and MEP2-GFP yeast 105.
For CC1CCCCC1NC(=O)C1CC=CCC1C(=O)O (configuration not stated) the results were CIT2-GFP yeast 93, proCasp7 act 15, AHR activator -3, AGP1 TOR yeast 123, procasp3 activ 6, RPL19A-GFP yeast 104, LAP4 TOR yeast 104 and MEP2-GFP yeast 96.
`COC(=O)C1=C(N)Oc2cc(C)n(C)c(=O)c2C1c1ccc(Cl)cc1` (configuration not stated) gave CIT2-GFP yeast 95, proCasp7 act 1, AHR activator 4, AGP1 TOR yeast 98, procasp3 activ -7, RPL19A-GFP yeast 98, LAP4 TOR yeast 103 and MEP2-GFP yeast 101.
For Cc1ccsc1-c1nc(CN2CCN(C)C(=O)[C@@H]2C)c(C)o1 the results were CIT2-GFP yeast 97, proCasp7 act 3, AHR activator 5, AGP1 TOR yeast 93, procasp3 activ 2, RPL19A-GFP yeast 94, LAP4 TOR yeast 132 and MEP2-GFP yeast 122.
`CCOC(=O)c1ccc(NC(=S)Nc2cccc(C)n2)cc1` gave CIT2-GFP yeast 105, proCasp7 act 6, AHR activator 4, AGP1 TOR yeast 99, procasp3 activ 4, RPL19A-GFP yeast 98, LAP4 TOR yeast 93 and MEP2-GFP yeast 105.
For CC(C)(C)NC(=O)N1CCN(c2nc(-c3ccccc3)ns2)CC1 the results were CIT2-GFP yeast 91, proCasp7 act -1, AHR activator 0, AGP1 TOR yeast 109, procasp3 activ 3, RPL19A-GFP yeast 98, LAP4 TOR yeast 107 and MEP2-GFP yeast 99.
For O=C(Nc1ccccc1N1CCOCC1)c1cccc([N+](=O)[O-])c1 the results were CIT2-GFP yeast 106, proCasp7 act -7, AHR activator 67*, AGP1 TOR yeast 101, procasp3 activ -2, RPL19A-GFP yeast 105, LAP4 TOR yeast 93 and MEP2-GFP yeast 105.
Cc1ccc(CNC(=O)C(=O)NCCC2CCCCN2S(=O)(=O)c2ccc(C)cc2)cc1 (configuration not stated) was read as CIT2-GFP yeast 96, proCasp7 act 7, AHR activator 9, AGP1 TOR yeast 99, procasp3 activ 1, RPL19A-GFP yeast 95, LAP4 TOR yeast 98 and MEP2-GFP yeast 106.
COc1ccc(CCNC(=O)CC2Nc3ccccc3NC2=O)cc1OC (configuration not stated) was read as CIT2-GFP yeast 94, proCasp7 act 7, AHR activator 4, AGP1 TOR yeast 116, procasp3 activ -3, RPL19A-GFP yeast 108, LAP4 TOR yeast 89 and MEP2-GFP yeast 105.
Fc1cccc(Cl)c1CSc1ncn[nH]1 was read as CIT2-GFP yeast 107, proCasp7 act -5, AHR activator 0, AGP1 TOR yeast 112, procasp3 activ 1, RPL19A-GFP yeast 103, LAP4 TOR yeast 108 and MEP2-GFP yeast 106.

Ordered by number of heavy atoms (rising): part of the list above
For CC(C)(C)NC(=O)N1CCN(c2nc(-c3ccccc3)ns2)CC1 the results were CIT2-GFP yeast 91, proCasp7 act -1, AHR activator 0, AGP1 TOR yeast 109, procasp3 activ 3, RPL19A-GFP yeast 98, LAP4 TOR yeast 107 and MEP2-GFP yeast 99.
COc1ccc(CCNC(=O)CC2Nc3ccccc3NC2=O)cc1OC (configuration not stated) was read as CIT2-GFP yeast 94, proCasp7 act 7, AHR activator 4, AGP1 TOR yeast 116, procasp3 activ -3, RPL19A-GFP yeast 108, LAP4 TOR yeast 89 and MEP2-GFP yeast 105.
Cc1ccc(CNC(=O)C(=O)NCCC2CCCCN2S(=O)(=O)c2ccc(C)cc2)cc1 (configuration not stated) was read as CIT2-GFP yeast 96, proCasp7 act 7, AHR activator 9, AGP1 TOR yeast 99, procasp3 activ 1, RPL19A-GFP yeast 95, LAP4 TOR yeast 98 and MEP2-GFP yeast 106.

Next entries
`CCOc1ccc(NC(=O)C2CCN(S(=O)(=O)CC)CC2)cc1` gave CIT2-GFP yeast 102, proCasp7 act -4, AHR activator -1, AGP1 TOR yeast 97, procasp3 activ -8, RPL19A-GFP yeast 99, LAP4 TOR yeast 87 and MEP2-GFP yeast 92.
O=C(Nc1nccs1)c1ccc(NC(=O)C2CC=CCC2C(=O)O)cc1 (configuration not stated) was read as CIT2-GFP yeast 92, proCasp7 act 6, AHR activator 3, AGP1 TOR yeast 106, procasp3 activ 8, RPL19A-GFP yeast 104, LAP4 TOR yeast 105 and MEP2-GFP yeast 101.
Screening Cc1ccc(NC(=O)c2sc3nc4c(c(-c5ccco5)c3c2N)CCC4)cc1 returned CIT2-GFP yeast 82, proCasp7 act 7, AHR activator 60*, AGP1 TOR yeast 95, procasp3 activ 3, RPL19A-GFP yeast 102, LAP4 TOR yeast 90 and MEP2-GFP yeast 105.
O=C(c1ccccc1)N1N=C(c2ccccc2)CC1(O)C(F)(F)F (configuration not stated) was read as CIT2-GFP yeast 90, proCasp7 act -11, AHR activator 5, AGP1 TOR yeast 88, procasp3 activ 6, RPL19A-GFP yeast 101, LAP4 TOR yeast 91 and MEP2-GFP yeast 97.
Cc1oc(-c2cccc(Br)c2)[n+]([O-])c1C was read as CIT2-GFP yeast 103, proCasp7 act 12, AHR activator 1, AGP1 TOR yeast 92, procasp3 activ 2, RPL19A-GFP yeast 99, LAP4 TOR yeast 101 and MEP2-GFP yeast 105.
O=C1CCC/C=C\C[C@@H](CC(=O)N(CCO)Cc2ccccc2)C(=O)N[C@H](c2ccccc2)CO1 was read as CIT2-GFP yeast 95, proCasp7 act 16, AHR activator 1, AGP1 TOR yeast 97, procasp3 activ -5, RPL19A-GFP yeast 93, LAP4 TOR yeast 102 and MEP2-GFP yeast 93.
`Cn1c2ccccc2c2c(C(=O)N3CCN(c4ccccc4)CC3)cn(C3CCCC3)c(=O)c21` gave CIT2-GFP yeast 98, proCasp7 act 5, AHR activator 13, AGP1 TOR yeast 97, procasp3 activ -4, RPL19A-GFP yeast 94, LAP4 TOR yeast 95 and MEP2-GFP yeast 100.
Screening CCC(Oc1ccccc1)C(=O)Nc1ncc([N+](=O)[O-])s1 (configuration not stated) returned CIT2-GFP yeast 88, proCasp7 act -11, AHR activator -2, AGP1 TOR yeast 97, procasp3 activ -1, RPL19A-GFP yeast 96, LAP4 TOR yeast 116 and MEP2-GFP yeast 98.
`CCOC(=O)N1CCC(C(=O)Nc2ccc(OCC)cc2)CC1` gave CIT2-GFP yeast 96, proCasp7 act -3, AHR activator 1, AGP1 TOR yeast 103, procasp3 activ 11, RPL19A-GFP yeast 97, LAP4 TOR yeast 105 and MEP2-GFP yeast 97.
`CCOc1ccc(C=O)cc1CN1CCCCC1` gave CIT2-GFP yeast 105, proCasp7 act -2, AHR activator 5, AGP1 TOR yeast 105, procasp3 activ 3, RPL19A-GFP yeast 103, LAP4 TOR yeast 99 and MEP2-GFP yeast 103.
For O=C(C1CCN(c2nc(-c3ccccc3)nc3c2CCC3)CC1)N1CCC(O)CC1 the results were CIT2-GFP yeast 98, proCasp7 act 3, AHR activator -1, AGP1 TOR yeast 95, procasp3 activ 8, RPL19A-GFP yeast 87, LAP4 TOR yeast 98 and MEP2-GFP yeast 98.
`COc1ccc(Oc2c(Cl)cnn(-c3ccccc3)c2=O)cc1` gave CIT2-GFP yeast 97, proCasp7 act -12, AHR activator 1, AGP1 TOR yeast 102, procasp3 activ 8, RPL19A-GFP yeast 97, LAP4 TOR yeast 99 and MEP2-GFP yeast 103.
Cc1ccc(NS(=O)(=O)c2ccc(Br)s2)cc1S(=O)(=O)N1CCOCC1 was read as CIT2-GFP yeast 112, proCasp7 act -1, AHR activator 3, AGP1 TOR yeast 102, procasp3 activ 2, RPL19A-GFP yeast 110, LAP4 TOR yeast 97 and MEP2-GFP yeast 104.
Screening Oc1ccc(-c2csc(Nc3ccccn3)n2)c(O)c1 returned CIT2-GFP yeast 95, proCasp7 act -8, AHR activator 169*, AGP1 TOR yeast 93, procasp3 activ -10, RPL19A-GFP yeast 97, LAP4 TOR yeast 89 and MEP2-GFP yeast 98.
Screening NS(=O)(=O)c1ccc(CNC(=O)CNC(=O)c2ccc(F)cc2)cc1 returned CIT2-GFP yeast 99, proCasp7 act 0, AHR activator 0, AGP1 TOR yeast 98, procasp3 activ -1, RPL19A-GFP yeast 99, LAP4 TOR yeast 98 and MEP2-GFP yeast 105.
Screening CCCc1cnc(N2CCN(S(C)(=O)=O)CC2)nc1 returned CIT2-GFP yeast 91, proCasp7 act 5, AHR activator 1, AGP1 TOR yeast 100, procasp3 activ 5, RPL19A-GFP yeast 96, LAP4 TOR yeast 102 and MEP2-GFP yeast 88.
For CC(NC(=O)c1ccco1)c1ccc2c(c1)OCCO2 (configuration not stated) the results were CIT2-GFP yeast 97, proCasp7 act 7, AHR activator 0, AGP1 TOR yeast 101, procasp3 activ -1, RPL19A-GFP yeast 105, LAP4 TOR yeast 106 and MEP2-GFP yeast 105.
For CCCN1CCN(C(=S)Nc2ccc(SC(F)F)cc2)CC1 the results were CIT2-GFP yeast 106, proCasp7 act 2, AHR activator 3, AGP1 TOR yeast 102, procasp3 activ -4, RPL19A-GFP yeast 103, LAP4 TOR yeast 102 and MEP2-GFP yeast 106.
Screening O=C(Nc1ccccc1-c1nc2ccccc2s1)c1ccco1 returned CIT2-GFP yeast 92, proCasp7 act -7, AHR activator 38, AGP1 TOR yeast 93, procasp3 activ -10, RPL19A-GFP yeast 95, LAP4 TOR yeast 94 and MEP2-GFP yeast 100.
`Cc1cc(SCc2ccccc2C)nc(=O)[nH]1` gave CIT2-GFP yeast 98, proCasp7 act -10, AHR activator 0, AGP1 TOR yeast 100, procasp3 activ -8, RPL19A-GFP yeast 102, LAP4 TOR yeast 98 and MEP2-GFP yeast 97.
Cc1ccc(C2C3=C(CC(C)(C)CC3=O)Nc3onc(C)c32)cc1 (configuration not stated) was read as CIT2-GFP yeast 96, proCasp7 act 8, AHR activator -2, AGP1 TOR yeast 101, procasp3 activ 11, RPL19A-GFP yeast 100, LAP4 TOR yeast 98 and MEP2-GFP yeast 99.
`CCOc1ccc2nc(N3CCCN(C(=O)Nc4ccccc4C)CC3)c(C#N)cc2c1` gave CIT2-GFP yeast 75, proCasp7 act -4, AHR activator -2, AGP1 TOR yeast 94, procasp3 activ -5, RPL19A-GFP yeast 93, LAP4 TOR yeast 99 and MEP2-GFP yeast 91.
`Cc1c(O)nc(SCC(=O)Nc2cccc(C(F)(F)F)c2)n(-c2ccccc2)c1=O` gave CIT2-GFP yeast 113, AGP1 TOR yeast 109, RPL19A-GFP yeast 122, LAP4 TOR yeast 79 and MEP2-GFP yeast 103.
Screening CN(C)c1nc(NCc2ccccc2)nc(Oc2ccc(=O)[nH]n2)n1 returned CIT2-GFP yeast 100, proCasp7 act 4, AHR activator 2, AGP1 TOR yeast 97, procasp3 activ 3, RPL19A-GFP yeast 90, LAP4 TOR yeast 88 and MEP2-GFP yeast 91.
`COc1cc(CN2CCC(N3CCC(C(=O)N4CCCC4)CC3)CC2)cc2c1OCO2` gave CIT2-GFP yeast 103, proCasp7 act 9, AHR activator 3, AGP1 TOR yeast 111, procasp3 activ 8, RPL19A-GFP yeast 105, LAP4 TOR yeast 112 and MEP2-GFP yeast 112.
